UDG counterscr = UDG inhibition counter-screen; FRET deamination/UDG coupled assay, UDG read, 4 h; Potency, µM (highest dose often 115 µM), without a hit: top-dose activity change, negative = inhibition, actives largely listed as inhibitors; 0.14% of 91,000 active; note: nearly all actives have a fitted effect of over 65% in size
AID inh = blocks human AID cytidine deaminase activity | 0.32% of 91,000 active | Potency, µM (doses to about 115 µM), without a hit: top-dose activity change, negative = inhibition, most hits filed as inhibitors | AID 1347428 | Q9GZX7 | AID deamination FRET fluorescence, UDG-coupled, 4 h; note: nearly all actives have a fitted effect of over 25% in size
Target sequence (Q9GZX7 whole entry, looked up): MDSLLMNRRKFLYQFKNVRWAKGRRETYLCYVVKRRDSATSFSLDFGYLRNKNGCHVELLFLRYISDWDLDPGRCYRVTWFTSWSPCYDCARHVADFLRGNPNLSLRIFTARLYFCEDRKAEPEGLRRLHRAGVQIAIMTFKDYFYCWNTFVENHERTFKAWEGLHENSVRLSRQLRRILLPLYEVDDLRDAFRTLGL
Numbers without * were called inactive; i = inactive; ? = inconclusive; & = joins results of further samples; [ ] = dose if it differs, or a comment. Calls come from the whole dose curve; as a rule, active = well fitted curve in the direction sought with a large enough effect; inconclusive = small, poorly fitted or top-dose-only effect, or another doubt; inactive = no such curve, though single readings can be large; an effect the other way counts as inactive or inconclusive. % is set by controls: 0 for no effect and ±100 for the full control effect; potency is the fitted concentration of half-maximal effect.

The first three records, to show the layout:
SMILES | UDG counterscr | AID inh
O=C(Nc1ccc2nc(SCC(=O)N3CCCc4ccccc43)sc2c1)c1cccc(F)c1 | -11% | -7%&-12%
Cc1cc(C)cc(NC(=O)C2CCCN(S(=O)(=O)c3cccc4nsnc34)C2)c1 (stereo not drawn) | -5% | 14%
CC(C)(C)c1ccc(C(=O)NCCC(=O)O)cc1 | 0% | -7%

The list itself, repeating the preview:
SMILES | UDG counterscr | AID inh
O=C(Nc1ccc2nc(SCC(=O)N3CCCc4ccccc43)sc2c1)c1cccc(F)c1 | -11% | -7%&-12%
Cc1cc(C)cc(NC(=O)C2CCCN(S(=O)(=O)c3cccc4nsnc34)C2)c1 (stereo not drawn) | -5% | 14%
CC(C)(C)c1ccc(C(=O)NCCC(=O)O)cc1 | 0% | -7%
O=C(Nc1ccc(-n2cncn2)nc1)C1CC(=O)N(CC2CC2)C1 (stereo not drawn) | -13% | -9%
C=CCn1c(C)cc(C(=O)CN2C(=O)NC(Cc3c[nH]c4ccccc34)C2=O)c1C (stereo not drawn) | 1% | -3%
CCOc1ccc2c(c1)CN(C(=O)CCc1ncc(-c3ccccc3)o1)CC2 | -17% | -11%
c1cncc(-c2nc(Sc3nnnn3C3CCCC3)c3ccccc3n2)c1 | -4% | -12%
COc1ccc(C(=O)NCc2cccc(C)c2)cc1 | -1% | -10%
COc1ccccc1N1CCN(S(=O)(=O)c2c(C)sc3ncn(CC(=O)N(C)c4ccc(C(C)C)cc4)c(=O)c23)CC1 | -2% | ?
Cn1c(=O)c2c(nc(SCC(=O)Nc3ccc(F)cc3)n2Cc2ccccc2F)n(C)c1=O | -10% | 8%

Later entries
SMILES | UDG counterscr | AID inh
S=C(NCCc1ccccc1Cl)Nc1ccc(Cl)c(Cl)c1 | -10% | -18%
O=C(NC1CCCC(C(F)(F)F)C1)c1ccccn1 (stereo not drawn) | 1% | -3%
COc1ccc(-n2nc(C(=O)NCCc3cccc(C)c3)c3c4ccccc4n(C)c3c2=O)cc1Cl | -7% | 9%
CC(=O)c1ccccc1NC(=O)CSc1nc(C2CC2)n(-c2ccccc2)n1 | -3% | -23%
CN(C)S(=O)(=O)c1ccc(Cl)c(C(=O)Nc2nnc(C3CC3)s2)c1 | 0% | -1%
COc1ccc(CCNC(=O)c2ccc3c(c2)N(Cc2cccc(Cl)c2)C(=O)c2ccccc2S3=O)cc1OC (stereo not drawn) | -4%[57.5 µM] | -3%
COC(=O)c1ccc(C(=O)N=c2sccn2C)cc1 | -7% | -4%
CCC(C)NC(=O)c1sc2nc(C)c(C(=O)Nc3ccc(Cl)cc3)c(-c3ccc(Br)cc3)c2c1N (stereo not drawn) | -10% | -3%
O=C(CSc1ccc(Cl)cc1)c1cc2ccccc2oc1=O | -2% | 11%
O=C(OCc1coc(-c2cccs2)n1)c1ccc2c(c1)OCCCO2 | 0% | 5%

Entries of single compounds from above.
O=C(NC1CCCC(C(F)(F)F)C1)c1ccccn1 (stereo not drawn) across the screens: UDG counterscr = 1%; AID inh = -3%
S=C(NCCc1ccccc1Cl)Nc1ccc(Cl)c(Cl)c1 across the screens: UDG counterscr = -10%; AID inh = -18%

Other structures:
SMILES | UDG counterscr | AID inh
O=C(NCc1ccncc1)c1nn(-c2ccccc2)c(=O)c2ccccc12 | 0% | -7%
Cc1cc(=O)n(CC(=O)NC(C)CCc2ccccc2)c(-c2ccc(F)cc2)n1 (stereo not drawn) | -5% | -6%
CCN(C(=O)c1cccn(Cc2cccc(Cl)c2)c1=O)c1ccccc1 | -1% | -5%
O=C(Cn1nc(-c2ccccc2)nc(Cc2ccccc2)c1=O)Nc1ccc(Cl)cc1 | -6% | 4%
O=Cc1cccn1-c1ccc(Cl)cc1 | -4% | -5%
C=C(C)Cn1c(SCc2ccccc2Cl)nc2c1c(=O)n(C)c(=O)n2C | -17% | ?
COc1ccc(NC(=O)c2ccc(-c3cccc(Cl)c3C)o2)cc1 | -4% | 5%
COc1ccc(NC(=O)CN2C(=O)CSc3ccc(S(=O)(=O)N4CCCC4)cc32)cc1OC | 16% | 2%
Cc1ccc(C(=O)NCc2ccc3c(c2)CCN3C(=O)c2ccc(C)cc2)cc1 | -11% | -12%
O=C1/C(=C/c2ccc(OC(F)F)cc2)CCc2ccccc21 | -10% | -19%

More entries.
SMILES | UDG counterscr | AID inh
CCCOc1ccc(NC(=O)COc2ccccc2OC)c2cccnc12 | 10% | 11%
COCCn1c(C)cc(C(=O)COC(=O)c2c(C)nn(Cc3ccc(C)cc3)c2Cl)c1C | -10% | -16%
CCCCCCNC(=O)C(C#N)c1nc2ccccc2nc1N1CCN(C(=O)OCC)CC1 (stereo not drawn) | -1% | -11%
CCCCOC(=O)/C(C#N)=C/c1ccc(-c2ccccc2)o1 | 2% | 1%
CC(=O)Nc1cc(C(=O)NCc2ccc(C)cc2)ccc1Sc1ccc(C)cc1 | -18% | ?
Cc1ccc(Nc2cc(C(=O)NC3CCC(C)CC3)c3ccccc3n2)cc1C (stereo not drawn) | 0% | 5%
CC(C)c1cccc(OCC(=O)N2CCCC2)c1 | 0% | -9%
Cc1cc(SCC(=O)c2c(N)n(Cc3ccccc3)c(=O)n(C)c2=O)nc2ccccc12 | 7% | -1%
COc1cnc(CSc2nc(C)cs2)cc1OCC(=O)N1CCc2ccccc21 | 23% | -5%
CCc1cccc(NC(=O)CN(C)S(=O)(=O)c2cccc3cccnc23)c1 | 1% | -2%

Remaining list, next part.
SMILES | UDG counterscr | AID inh
COc1ccc(NC(=O)Cn2c(=O)n(Cc3ccccc3)c(=O)c3oc4ccccc4c32)cc1Cl | -1% | 0%
CCOC(=O)C(NC(=O)c1ccc(OC)cc1)(Nc1cc(Cl)ccc1OC)C(F)(F)F (stereo not drawn) | -5% | -6%
O=C1/C(=C/c2ccccc2)CCc2ccccc21 | 4% | -13%
CCCCN(CC)c1ccc(NS(=O)(=O)c2ccc(C(C)=O)cc2)cc1C(=O)O | -2% | 7%
COc1ccccc1NC(=O)CN1C(=O)C2(SCC(=O)N2c2ccc(F)c(F)c2)c2ccccc21 (stereo not drawn) | 6% | 2%
COCCNC(=O)CN1C(=O)c2cccnc2Oc2ccc(Cl)cc21 | 14% | 0%
O=C(Cc1ccc(Br)cc1)Nc1cccc2ncccc12 | 6% | 4%
NC(N)=Nc1nc(=O)c2ccccc2s1 | -10% | 0%
COc1ccc(NC(=O)CC2C(=O)N(c3ccc(OC)cc3)C(=O)N2C2CCCCC2)cc1 (stereo not drawn) | -16% | 104%[activator]
Cc1cccc(C(=O)Nc2c3c(nn2-c2ccc(Cl)cc2)CS(=O)(=O)C3)c1 | 1% | -9%

More records:
SMILES | UDG counterscr | AID inh
Cc1cc(OCC(=O)N2CCN(C(=O)C3COc4ccccc4O3)CC2)c2c(C)cc(=O)oc2c1 (stereo not drawn) | 5% | 0%
O=C(Nc1ccc2c3c(cccc13)CC2)c1ccc(F)cc1 | -8% | -3%
COc1ccccc1NS(=O)(=O)c1cn(C)c(C)n1 | -20% | -6%
CCCN1CCN(c2ncc3c(n2)CCN(Cc2ccc(OC)c(OC)c2OC)C3)CC1 | 7% | 134%[activator]
Cc1ccc2nc(N(Cc3cccnc3)C(=O)C3COc4ccccc4O3)sc2c1 (stereo not drawn) | 0% | 4%
COc1cc(C(C)=O)ccc1OS(=O)(=O)c1ccc2c(c1)CCCC2 | -15% | -20%
CN(C(=O)CSc1nc2ccc(NC(=O)c3cccc(F)c3)cc2s1)c1ccccc1 | 17% | -7%
CCCCCCCCCCOc1ccc(C(=O)Oc2ccc(Cl)cc2Cc2ccccc2)cc1 | -7% | -2%
COc1ccc(Cc2cnc(NC(=O)c3cc(=O)c4cc(C)ccc4o3)s2)cc1 | -7% | -3%
CCCCN(CCCC)S(=O)(=O)c1nc(C)c(Cl)c(C)c1C#N | 1% | -17%

Next section:
SMILES | UDG counterscr | AID inh
O=C(Nc1cccc(Cl)c1Cl)C12CC3CC(CC(C3)C1)C2 | 3% | -1%
CCCN(C(=O)c1c(C)oc2ncnc(N3CCOCC3)c12)c1ccc(Cl)c(Cl)c1 | 1% | 27%
O=C(COC(=O)c1cc2ccccc2oc1=O)c1ccccc1 | 4% | -3%
O=c1[nH]c(C2CCCN(S(=O)(=O)c3ccccc3)C2)nc2c1nnn2Cc1ccccc1Br (stereo not drawn) | ? | -25%
Cc1ccc(C2CC(=O)N(Cc3ccc(F)cc3)c3c2c(C)nn3-c2nc(C)cc(C)n2)cc1 (stereo not drawn) | 2% | -10%
CC1(C)CC(=O)C/C(=N/NC(=O)c2ccc(Cl)cc2)C1 | 4% | 3%
Cc1ccc(OCC(=O)Nc2c(C(=O)c3ccc(Cl)cc3)oc3ccccc23)cc1C | -5%[57.5 µM] | 1%
Cc1ccc(NC(=O)c2cnn3c2NC(c2ccccc2)=CC3c2ccccc2)cc1 (stereo not drawn) | -17% | 213%[activator]
CC(C)c1ccc(NC(c2nnc(-c3ccccc3)o2)c2ccc(F)cc2Cl)cc1 (stereo not drawn) | ? | ?
CCOC(=O)c1[nH]c(C)c(C(=O)NC(CC)Cc2ccccc2)c1C (stereo not drawn) | -13% | -7%

Remaining list, next part.
SMILES | UDG counterscr | AID inh
CC1CCCN(S(=O)(=O)c2cc3c4c(c2)CC(=O)N4CCC3)C1 (stereo not drawn) | ? | 10%
COc1cccc(-c2nc(-c3ccc(Br)o3)no2)c1 | -1% | 50%[activator]
O=C(Nc1cccc(OCc2cc(=O)n3c4c(sc3n2)CCCC4)c1)c1ccc(F)cc1 | -10% | 32%[activator]
CN(CCCNC(=O)Cn1ncc2c([nH]c3ccccc32)c1=O)Cc1ccccc1 | -3%[57.5 µM] | 7%
N#Cc1nc(-c2ccc(S(=O)(=O)N3CCCC3)cc2)oc1NCc1ccco1 | 4% | 11%
COc1ccccc1CC(=O)N(Cc1nc(-c2ccc(C)cc2)no1)C1CCCCC1 | ? | ?
COc1ccc(Cl)cc1NC(=O)CSc1nc2c(oc3ccccc32)c(=O)n1Cc1ccco1 | 2% | 13%
CCCCN(C)Cc1c(C)[nH]c2ccc(Br)cc2c1=O | 5% | 6%
COc1ccc(S(=O)(=O)Oc2ccc3c(c2)O/C(=C\c2ccc(C)cc2)C3=O)cc1 | -9% | -7%
Clc1ccc(-c2noc(-c3cccnc3N3CCN(c4ccccc4)CC3)n2)cc1 | ? | i

More records:
SMILES | UDG counterscr | AID inh
Cc1cccc(Cn2nnc3c(=O)[nH]c(C4CCCN(C(=O)c5ccccc5Cl)C4)nc32)c1 (stereo not drawn) | ? | -26%
O=C(c1ccc2c(c1)OCCO2)N(Cc1cccnc1)c1nc2c(F)cc(F)cc2s1 | -8% | -14%
COc1ccc(CNC(=O)CN2C(=O)CCCc3ccccc32)cc1 | 1% | 8%
CCCCN(C)CCNC(=O)Cn1ncc2c3ccccc3n(CCC)c2c1=O | -7%[57.5 µM] | 14%
Cc1ccc(S(=O)(=O)CC(=O)c2ccc(F)cc2)cc1 | 0% | 1%
O=C(N/N=C(/C=C/c1ccccc1)c1ccccc1)c1cccs1 | -12% | 3%
Cn1c(=O)c2c(nc(Cl)n2CC(=O)N(Cc2ccccc2F)C2CC2)n(C)c1=O | -6% | -11%
Cc1cccc(N2CCN(C(=O)c3cn(C)c4ccc(S(=O)(=O)N(C)C)cc4c3=O)CC2C)c1 (stereo not drawn) | -8% | -7%
Cc1ccc(-n2ncc3c(NCCCN4CCOCC4)ncnc32)cc1C | 12% | 2%
Cc1cccc(N2CCN(c3nc4ccc(C)cc4n4cnnc34)CC2C)c1 (stereo not drawn) | -20% | -13%

(listing goes on)
SMILES | UDG counterscr | AID inh
Cc1nnc(N2C(=O)c3oc4ccccc4c(=O)c3C2c2ccc(F)cc2)s1 (stereo not drawn) | 3%[57.5 µM] | 26%[57.5 µM]
COc1ccc(N2CCN(C(=O)C3CCN(S(=O)(=O)Cc4ccccc4)CC3)CC2)cc1 | 30%[activator] | 4%
Cc1ccsc1CN(C)CC(=O)NC(=O)NCc1ccccc1 | 10% | 0%
Cc1ccc(CNCc2c(C(=O)O)n(Cc3ccccc3C)c3cc(C)ccc23)cc1 | ? | -9%
COc1ccc(-c2nnc(SCC(=O)Nc3ccc(C)c(Cl)c3)nc2-c2ccc(OC)c(OC)c2)cc1OC | 22% | -19%
O=C(O)CCC(=O)c1ccc(Cl)cc1 | -4% | -2%
CS(=O)(=O)N1CCC(n2c(C(F)(F)F)nc3cccnc32)CC1 | 19% | 24%
Cc1oc2cc(OCc3ccccc3)ccc2c(=O)c1Oc1ccccc1 | ? | -28%
O=C(NCc1ccccc1)c1c2c(nc3ccccc13)C(=O)N(C1CCCCC1)C2 | 39%[activator] | ?
Cc1oc(-c2ccccc2)nc1CC(=O)Nc1ccccc1-c1ccccc1 | -13% | -24%

Other results follow:
SMILES | UDG counterscr | AID inh
Cc1ccc(NC(=O)c2c(C)oc3ncnc(N4CCCCC4)c23)c(C)c1 | -6% | -9%
O=C(Nc1ccc2[nH]c(=O)[nH]c2c1)c1nn(-c2ccc(F)cc2)c2c1CCCC2 | -7% | -2%
CC(C)Cc1ccc(S(=O)(=O)Nc2cc3c(cc2N2CCOCC2)n(C)c(=O)c(=O)n3C)cc1 | -1% | 7%
Cc1cccc(NC(=O)c2ccc(-c3ccccc3)s2)c1 | -17% | 2%
O=C(COC(=O)/C=C/c1ccccc1[N+](=O)[O-])NC12CC3CC(CC(C3)C1)C2 | 8% | -3%
Brc1cccc(-c2noc(-c3ccco3)n2)c1 | -5% | -11%
CC(=O)c1ccc(NS(=O)(=O)c2cnc(N)nc2)cc1 | -4% | 63%[activator]
Cn1cc(C(=O)N(CCN2CCOCC2)C2CCCC2)c2ccccc21 | 9% | 11%
CCOCCOc1cccc(N)c1 | 1% | 15%

Screening data as filed in PubChem BioAssay.

These rows are one share of the data; the hit share may differ from the screen's.
